miR-122 sensor = miR-122 Renilla sensor signal increase in Huh7, primary screen, miR-122 inhibitor project, cell-based, single point, plate reader; activation (reporter increase), % at 12.5 µM; AID 602342, 2012; Huh7 miR-122 Renilla luciferase sensor, 48 h; neutral wells = 0, positive control = 100; 340,000 compounds, 0.3% hits;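 active means mean replicate activation score at least 90 and every replicate individually at or above 90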;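 further: higher luciferase means less miR-122 activity so hits act as miR-122 inhibitors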
FN deposition inh = inhibitors of fibronectin matrix deposition, primary screen, AH1F cells, Alexa488-fibronectin fluorescence, plate reader. inhibition, % at 12.6 µM. 350,000 compounds, 0.086% hits. AID 743247, 2014. AH1F fibroblasts, overnight;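 active means mean inhibition across replicates of 30% or more, regardless of how many single replicates reach that level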;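 further: positive control wells lacked labelled fibronectin entirely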
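Material – AH1F fibroblast monolayer, labelled fibronectin deposition · Reagent – labelled fibronectin 24 nM · Timing – 1 h adhesion, overnight exposure · Measured by – fluorescence at 485 nm excitation, 525 nm emission · Read-out – inhibition of fibronectin deposition signal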
* marks the source's active call; other numbers are inactive results.

SMILES	miR-122 sensor	FN deposition inh
NC12CC3CC(C1)CC(O)(C3)C2	2	-6
COC(=O)c1ccc(NC(=O)COc2ccc(C3C(C#N)=C(N)Oc4c3ccc3ccccc43)cc2OC)cc1 (configuration not stated)	33	-8
CN(CC(=O)Nc1nc2ccccc2s1)S(=O)(=O)c1ccc(Cl)cc1	-5	-6
O=C(OCC#CCSc1nnc(-c2ccccc2)o1)c1ccco1	-4	-9
Cc1cccc(NC(=O)c2cc(NC(=O)C3CCCCC3C(=O)O)ccc2N2CCCCC2)c1 (configuration not stated)	1	-3
O=C(CSCc1c(F)cccc1Cl)NCc1ccco1	-6	-7
COc1ccc(C(CC(=O)NCc2ccco2)c2ccc(F)cc2)cc1 (configuration not stated)	21	-2
O=C(C1CC1)N1CCc2cc(Br)cc(S(=O)(=O)N3CCN(c4ccccn4)CC3)c21	23	-15
CCC1CCCCN1Cc1ccc(OC)c(C)c1 (configuration not stated)	2	-6
Cc1nn(C)c(Oc2cccc(Cl)c2)c1C(=O)Nc1ccc(F)cc1	-3	2
c1cc2c3c(cccc3c1)NC1(CCCCCC1)N2	-6	-6
OC(CNCc1ccco1)Cn1c2ccccc2c2ccccc21 (configuration not stated)	-14	-2
O=C(NCc1ccccn1)C1CC(c2ccc(F)cc2)=NO1 (configuration not stated)	-1	-4
CC(=O)Cc1ccccc1OCC(=O)O	-12	5
CCOC(=O)N1CCN(S(=O)(=O)c2ccc(C)cc2)C1c1ccccc1 (configuration not stated)	6	-3
CCC(C)NC(=O)c1ccc(COc2ccccc2Cl)cc1 (configuration not stated)	12	0
CC1CC(C)CN(C(=O)c2ccc3c(=O)n(Cc4ccc5c(c4)OCO5)c(=S)[nH]c3c2)C1 (configuration not stated)	-11	-10
CO/N=C\CC(=O)Nc1ccc(F)cc1	-8	-2
Cc1nc2cc(NC(=O)N3CC4(C)CC3CC(C)(C)C4)ccc2n1C (configuration not stated)	-6	-1
Cc1cc(CC(C)C)n(-c2nc3ccccc3c(=O)n2OCc2ccccc2)n1	40	11
CN(CCO)CC(O)Cn1cnc2c1c(=O)n(C)c(=O)n2C (configuration not stated) (tested in a mixture with another compound)	-3	-5
COCCCn1c(C(C)C)nc2oc3cc(OC)ccc3c(=O)c2c1=O	6	-7
CC(NC(=O)c1ccnc(C(C)(C)C)c1)c1ccccc1 (configuration not stated)	5	-5
COc1ccc(N(CC(=O)Nc2ccccc2SC)S(C)(=O)=O)cc1OC	19	2
CC(C)c1nnc(SCC(=O)N2CCc3ccccc32)n1C	1	3
COc1cc2c(cc1OC)CN(C(C)C(=O)Nc1ccc(NC(C)=O)cc1)CC2 (configuration not stated)	3	4
CN(C(=O)c1ccccc1Cl)c1ccccc1	1	-1
O=C(CNC(=O)C1CCCCC1)Nc1cc(Cl)cc(Cl)c1	-2	-4
Cc1ccc(Nc2ncccc2C(=O)NCc2cccs2)c(C)c1	2	8
O=C(c1ccccc1F)N1CCN(Cc2cccc(Cl)c2)CC1	0	0
CCCCNC(=S)N/N=C/c1ccc(C)s1	17	6
Cc1ccc(-c2noc(CCCOc3ccc(Cl)cc3Cl)n2)cc1	-2	-9
CC(C)C(OC(=O)c1ccco1)C(=O)NC1CCCCC1 (configuration not stated)	21	3
N/C(=N\OC(=O)CCc1ccccc1)c1cccc(Br)c1	-1	-1
O=S(=O)(c1ccc(Oc2ccc(-c3nnco3)cc2)nc1)N1CCC(Cc2ccccc2)CC1	-1	-19
O=C(CCN1CCCCCC1)Nc1ccc(F)c(F)c1	-11	18
CCOC(=O)C(Oc1ccc(=O)n(-c2ccccc2)n1)C(C)=O (configuration not stated)	-3	-1
COc1ccc(-c2[nH]c(-c3ccc4c(c3)OCO4)nc2-c2ccccc2)cc1	0	-2
O=c1c2c(nc3n1CCCCC3)-c1ccccc1CC21CCCCC1	-1	4
CC(=O)c1cccc(NC(=O)NC2CC3CCCC(C2)N3CC(C)C)c1 (configuration not stated)	-7	8
Cc1cc(NC(=O)CCN2CCC(C(N)=O)CC2)ccc1Br	-3	17
COC(=O)c1sc(S(=O)(=O)N2CCC(C(=O)O)CC2)c(C(=O)OC)c1C	0	2
CCOc1ccc(-c2cc(C(=O)O)c3ccccc3n2)cc1	2	1
O=C(O)c1ccccc1-c1ccccc1C(=O)Nc1cccc2ccccc12	5	2
COc1ccccc1C(=O)Nc1ccc(-c2nnc(SCC(=O)O)n2C)cc1	-8	1
O=C1Nc2ccccc2C12OC1CCCCC1O2 (configuration not stated)	-3	-8
Cc1ccc(-n2c(Cc3cccs3)nnc2SCC(=O)OC(C)C)cc1	1	7
CCCSc1nnc(CSc2nc3nc(C)cc(C)n3n2)o1	0	8
Cn1cnnc1SCCn1c(N2CCCCC2)nc2c1c(=O)[nH]c(=O)n2C	-2	3
COc1ccc(OC)c(Nc2ncnc3ccccc23)c1	-3	1
CCN(CC)C(=O)c1ccc(NS(=O)(=O)c2ccccc2)cc1	-6	12
CC(Oc1ccccc1)C(=O)Nc1ccc(C(N)=O)cc1 (configuration not stated)	-2	9
Clc1ccc(-c2nc3ncccn3c2Nc2ccc3c(c2)OCCO3)cc1	1	-4
COc1ccc(C)cc1NC(=O)CN(c1ccccc1F)S(C)(=O)=O	3	4
COCCCNC(=O)c1ccc(N2CCOCC2)c(NS(=O)(=O)c2ccc(OC)cc2)c1	2	10
Cn1cnnc1SCC(=O)NC(=O)NC1CCCC1	-4	-5
CCOc1ccc(CNC(=O)CCCOc2cc(=O)n(C)c3ccccc23)cc1	-1	2
COc1cccc(C(=O)CN2C3=NCCCN3c3ccccc32)c1	4	8
CCc1nnc(NC(=O)c2sc3nc4cc(C)ccc4cc3c2N)s1	-4	-6
Oc1ccc(Nc2nc(-c3ccc(O)cc3)cs2)cc1	-1	0

Other entries.
SMILES	miR-122 sensor	FN deposition inh
C=CCC(CC=C)(NC(=O)c1ccccc1C)c1ccccc1	6	8
Cc1cccc(NC(=O)C2CCCC2)c1	2	-5
CCOC(=O)C1=C(C)Nc2nc3ccccc3n2C1c1ccncc1 (configuration not stated)	-15	14*
CN(c1ccccc1)S(=O)(=O)c1ccc(C(=O)OCC(=O)N2CCOCC2)cc1	-4	13
O=C(NCc1ccccn1)c1ccc(=O)oc1	27	12
CCC(=O)Nc1cc(C(=O)OC(C(=O)c2ccc(C)c(C)c2)c2ccccc2)ccc1C (configuration not stated)	5	4
CC(C)n1c(N2CCN(CC(=O)NCc3cccs3)CC2)nc2ccccc21	-9	-23
O=C(NCCN1CCOCC1)C1CC(=O)N(c2ccc(F)c(Cl)c2)C1 (configuration not stated)	-1	-1
O=C1Nc2ccccc2/C1=N\c1sc2c(c1C(=O)Nc1ccccc1)CCCC2	19	-14
CCCCOn1c(C)c(C(=O)OCC)c2c3no[n+]([O-])c3ccc21	0	-1
CCc1ccc(C2C(C(C)=O)=C(C(=O)OC)Nc3nnnn32)cc1 (configuration not stated)	-1	-7
COC(=O)c1ccc(Cl)c(NC(=O)CN2CCN(C)CC2)c1	2	-4
Cc1cccc2cc(CN(Cc3cccnc3)C(=O)c3ccccc3F)c(Cl)nc12	-2	-5
Cc1ccc(/C=N/n2nnnc2N)cc1[N+](=O)[O-]	-9	-5
CC1Cc2ccccc2N1CC(=O)Nc1ccc2c(c1)OC(F)(F)O2 (configuration not stated)	13	-12
COc1cc(C(C#N)N2N=C(c3ccccc3)CC2c2ccccc2)ccc1O (configuration not stated)	0	1
O=C(NCC1CCCO1)c1c(O)c2c([nH]c1=O)CCCC2 (configuration not stated)	0	-4
COc1ccc(OC)c(C2C(C(C)=O)=C(O)C(=O)N2Cc2cccnc2)c1 (configuration not stated)	0	-14
CCOC(=O)COc1c(-c2ccc(OC)cc2)oc2ccccc2c1=O	4	10
CN(C)S(=O)(=O)c1cccc(C(=O)Nc2ccc(Cl)cn2)c1	-3	-9
Cc1nc2sc(C(c3ccco3)N3CCOCC3)c(O)n2n1 (configuration not stated)	1	-1
O=C(CSc1ccc(Cl)cc1)Nc1ccc(NC(=O)c2ccco2)cc1	-1	-5
CC1CCCN(C(=O)C(C)Sc2nc(-c3ccccc3)cc(C(F)(F)F)n2)C1 (configuration not stated)	-1	7
O=C(c1ccco1)N1CCN=C1SCc1c(F)cccc1Cl	4	10

Four of the compounds above, with each value named:
Cc1cccc2cc(CN(Cc3cccnc3)C(=O)c3ccccc3F)c(Cl)nc12
  miR-122 sensor = -2 | FN deposition inh = -5

Cc1ccc(/C=N/n2nnnc2N)cc1[N+](=O)[O-]
  miR-122 sensor = -9 | FN deposition inh = -5

CN(C)S(=O)(=O)c1cccc(C(=O)Nc2ccc(Cl)cn2)c1
  miR-122 sensor = -3 | FN deposition inh = -9

O=C(NCC1CCCO1)c1c(O)c2c([nH]c1=O)CCCC2 (configuration not stated)
  miR-122 sensor = 0 | FN deposition inh = -4

Next part:
SMILES	miR-122 sensor	FN deposition inh
Cc1cc(C)cc(N2C(=O)CSC2c2cccs2)c1 (configuration not stated)	-4	16
Cc1ccc(C(=O)Cn2nnc3ccccc32)cc1C	1	-2
COc1ccc(CNC(=O)CSc2nc(-c3ccccc3)cc(-c3cccs3)c2C#N)cc1	-5	2
Cc1ccc(-n2c(CCc3ccccc3)nnc2SCC(=O)NCc2ccccc2)cc1C	1	2
O=C(CSc1nc2ccccc2c(=O)n1NC(=O)c1ccccc1)c1ccccc1	-3	7
CC1CCN(C(=O)CSc2nc3ccccc3c(=O)n2Cc2ccc3c(c2)OCO3)CC1	24	15
CCSc1nnc(NC(=O)C2CCCCC2C(=O)OCC(F)(F)C(F)F)s1 (configuration not stated)	10	-12
CCOc1ccccc1C(=O)OCC(=O)Nc1ccc(OC(F)F)cc1	11	20
COc1ccc2nc(SCC(=O)N3CCCCCC3)c(C#N)cc2c1	-1	13
Cn1nc(C(F)(F)F)c(C(=O)Nc2ccc(Cl)cc2)c1Cl	-1	3
Cc1cc(C)cc(Nc2ccc([N+](=O)[O-])nc2[N+](=O)[O-])c1	-2	-11
Cc1ccc(S(=O)(=O)N(C)CC(=O)O/N=C(\N)c2cccc([N+](=O)[O-])c2)cc1	-10	2
COc1cccc(C(=O)CSc2nnc(-c3cccs3)o2)c1	-1	11
CCS(=O)(=O)N1Cc2ccccc2CC1C(=O)OCC(=O)Nc1ccc(SC(F)F)cc1 (configuration not stated)	0	0
CN(C)Cc1cnc2ccc(Cl)cn12	13	-3
COc1ccc(S(=O)(=O)N(C)CC(=O)NC2CC2)cc1	-2	-14
COc1ccc(OCC(=O)N2CCN(C(=O)c3cccc4ccccc34)CC2)cc1	1	-2
CC(=O)Nc1cc(-c2nn(C)c(=O)c3ccccc23)ccc1N1CCOCC1	-2	-14
Cn1c(=O)n(Cc2ccccc2)c(=O)c2c1nc(NCC1CCCO1)n2Cc1ccccc1 (configuration not stated)	7	11
O=C(COc1nnc2ccccn12)N1CCN(S(=O)(=O)c2ccccc2)CC1	9	5
O=c1cc(Nc2ccc3c(c2)OCCO3)[nH]c(=O)n1-c1ccc(Br)cc1	-5	-5
CCCCNC(=O)C(CC)Sc1nc2sc(C(=O)OC)c(C)c2c(=O)n1N (configuration not stated)	7	-1
CC1Oc2ccccc2N(CC(=O)Nc2ccc3c(c2)OCO3)C1=O (configuration not stated)	-4	2
O=C(NCCCN1CCOCC1)c1csc2c1CCCC2	-2	0

Continued, starting with the last 7 of the part before.
SMILES	miR-122 sensor	FN deposition inh
CC(=O)Nc1cc(-c2nn(C)c(=O)c3ccccc23)ccc1N1CCOCC1	-2	-14
Cn1c(=O)n(Cc2ccccc2)c(=O)c2c1nc(NCC1CCCO1)n2Cc1ccccc1 (configuration not stated)	7	11
O=C(COc1nnc2ccccn12)N1CCN(S(=O)(=O)c2ccccc2)CC1	9	5
O=c1cc(Nc2ccc3c(c2)OCCO3)[nH]c(=O)n1-c1ccc(Br)cc1	-5	-5
CCCCNC(=O)C(CC)Sc1nc2sc(C(=O)OC)c(C)c2c(=O)n1N (configuration not stated)	7	-1
CC1Oc2ccccc2N(CC(=O)Nc2ccc3c(c2)OCO3)C1=O (configuration not stated)	-4	2
O=C(NCCCN1CCOCC1)c1csc2c1CCCC2	-2	0
CCOC(=O)Cn1nc(C)c(-c2ccccc2)c1N	0	7
CC1C(=O)CC(c2ccccc2)NC1c1ccccc1 (configuration not stated)	-8	9
CC(NC(=O)c1cccs1)C(c1cccs1)N1CCOCC1 (configuration not stated)	-2	4
COc1cc(/C=N/NC(=O)c2cccnc2)ccc1OC(=O)c1ccco1	-3	-3
Brc1cnc(N2CCCC2)nc1N1CCOCC1	2	0
CCOC(=O)Cn1nc(C)n(-c2ccc(C)cc2)c1=O	-5	2
CN(C)CCNc1oc(COc2ccc(Cl)cc2)nc1C#N	4	-2
Cc1ccc(C(=O)NNC(=O)CSc2nnc(-c3ccncc3)n2-c2ccc(C)cc2)cc1	6	1
CC(=O)c1ccc(S(=O)c2ccccc2)cc1 (configuration not stated)	0	6
C=CCOc1ccc(/C(O)=C2\C(=O)C(=O)N(CCOC)C2c2cccnc2)cc1 (configuration not stated)	1	-6

Bioassay records (PubChem BioAssay)

The list is partial; count on the stated rates, not on these rows.
